BAZ2B block: qHTS Assay for Inhibitors of BAZ2B | Bromodomain adjacent to zinc finger domain protein 2B (Homo sapiens), Q9UIF8 | AlphaScreen BAZ2B-H3K14Ac peptide displacement | Potency, µM (titrated, usually from 114 µM), without a hit: at the top dose activity change, negative = inhibition, most hits filed as inhibitors | 4.4% of 360,000 active | AID 504333, 2011; also: nearly all actives have a fitted effect of over 60% in size
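AlphaScreen displacement of biotin-H3(5-23)K14Ac peptide (50 nM final) from BAZ2B (50 nM final) in PBS pH 7.4, 0.01% Tween-20; complex preformed 30 min RT, then compounds (top 110 uM) 30 min RT, beads 20 min dark.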
G9a inh: qHTS Assay for Inhibitors of Histone Lysine Methyltransferase G9a; Histone-lysine N-methyltransferase EHMT2 (Homo sapiens), Q96KQ7; G9a H3K9 monomethylation, AlphaScreen, 2 h; Potency, µM (series often up to 102 µM), for the others: at the highest dose activity, negative = inhibition, usual class: inhibitors; 8.8% of 350,000 active; AID 504332, 2011; also: nearly all actives have a fitted effect of over 75% in size
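Methyltransferase reactions run at room temperature for 2 h (20 nM enzyme, 500 nM biotin-H3K9 peptide, 20 uM SAM) after a 15 min compound preincubation; product detected by AlphaScreen beads and anti-H3K9me1 antibody.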
Pol kappa inh: qHTS for Inhibitors of Polymerase Kappa | DNA polymerase kappa (Homo sapiens), Q9UBT6 | purified Pol kappa, fluorescent DNA synthesis assay, 10 min | Potency, µM (series often up to 107 µM), without a hit: top-dose activity, negative = inhibition, actives largely listed as inhibitors | 0.53% of 400,000 active
Target sequence (Q9UBT6 whole entry, looked up): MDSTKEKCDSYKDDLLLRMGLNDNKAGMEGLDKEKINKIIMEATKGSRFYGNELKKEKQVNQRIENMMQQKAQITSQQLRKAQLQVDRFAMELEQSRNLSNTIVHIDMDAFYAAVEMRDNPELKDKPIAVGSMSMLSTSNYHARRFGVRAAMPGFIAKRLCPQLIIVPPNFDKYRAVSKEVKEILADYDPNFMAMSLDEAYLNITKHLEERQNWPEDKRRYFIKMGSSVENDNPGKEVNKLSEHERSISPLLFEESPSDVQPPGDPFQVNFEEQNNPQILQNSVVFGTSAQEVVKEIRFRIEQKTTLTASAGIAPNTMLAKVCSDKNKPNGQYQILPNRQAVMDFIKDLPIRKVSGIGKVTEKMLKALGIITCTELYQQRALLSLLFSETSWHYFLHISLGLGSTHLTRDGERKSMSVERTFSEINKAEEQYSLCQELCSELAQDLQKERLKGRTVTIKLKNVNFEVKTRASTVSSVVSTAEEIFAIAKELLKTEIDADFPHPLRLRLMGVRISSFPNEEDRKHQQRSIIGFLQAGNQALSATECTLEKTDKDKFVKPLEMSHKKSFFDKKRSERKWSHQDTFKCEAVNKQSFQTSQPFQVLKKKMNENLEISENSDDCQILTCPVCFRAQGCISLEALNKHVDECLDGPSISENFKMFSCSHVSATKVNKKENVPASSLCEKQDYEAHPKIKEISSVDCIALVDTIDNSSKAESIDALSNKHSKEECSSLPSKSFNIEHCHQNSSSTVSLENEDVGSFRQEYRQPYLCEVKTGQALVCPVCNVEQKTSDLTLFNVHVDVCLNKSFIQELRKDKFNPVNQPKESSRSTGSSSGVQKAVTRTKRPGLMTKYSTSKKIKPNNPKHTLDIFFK
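Kinetic fluorescence screen: compound preincubated 15 min RT with 10 nM enzyme; 50 nM substrate (final) initiates; reads at 0/10 min.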
APE1 inh: qHTS Assay for Inhibitors of the Human Apurinic/apyrimidinic Endonuclease 1 (APE1); DNA repair nuclease/redox regulator APEX1 (Homo sapiens), P27695; recombinant APE1, TAMRA/BHQ-2 abasic DNA cleavage fluorescence; Potency, µM (series often up to 65.8 µM), for inactives: top-dose activity change, negative = inhibition, most hits filed as inhibitors; 0.35% of 350,000 active; AID 2517, 2012;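 also: plate controls were vehicle for no effect and reference inhibitor for full effect; nearly all actives have a fitted effect of over 55% in size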
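APE1 at 0.75 nM preincubated 15 min at room temperature with compound. Reaction then started with 50 nM double-stranded THF-abasic substrate labelled with TAMRA/BHQ-2, and 525/598 nm fluorescence read kinetically. Activity taken as third-minus-first read difference, normalized to DMSO and NSC13755 controls.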
BLM helicase inh: qHTS Assay for Inhibitors of Bloom's syndrome helicase (BLM); recombinant BLM DNA unwinding, fluorescence dequenching; Potency, µM (highest dose often 56.1 µM), inactives show top-dose activity change, negative = inhibition, actives largely listed as inhibitors; 0.2% of 350,000 active; AID 2528, 2010;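 also: plate controls were vehicle for no effect and no enzyme for full effect; nearly all actives have a fitted effect of over 35% in size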
The depositor's hits bear a star; ? = inconclusive; . = no result given; & = joins results of further samples; [ ] = dose if it differs, or a comment. Calls follow the shape of the dose curve; as a rule, active = well fitted curve in the direction sought with a large enough effect; inconclusive = small, poorly fitted or top-dose-only effect, or another doubt; inactive = no such curve, though single readings can be large; an effect the other way counts as inactive or inconclusive. Unless noted, % is scaled to controls: 0 for no effect and ±100 for the full control effect; potency is read from the fitted curve at half-maximal effect. Only part of the results is shown, so the mix of outcomes need not match the whole.

SMILES	BAZ2B block	G9a inh	Pol kappa inh	APE1 inh	BLM helicase inh
CC1=C2C(=O)C3C(CC=C4C[C@@H](O)CC[C@@]43C)[C@@H]2CC[C@]12O[C@@H]1C[C@H](C)CN[C@H]1C2C (some centres not stated)	.	.	11%[60.1 µM]	-2%	-7%
Oc1ccc2c3c1O[C@H]1[C@H](O)CC[C@@]4(O)[C@@H](C2)N(CC2CC2)CC[C@]314	.	.	15%[60.1 µM]	1%	0%
COC(=O)COc1ccc(Cl)cc1Cl	.	.	-3%[60.1 µM]	-1%	-1%
COc1cc2c(cc1O)-c1c(O)c(OC)cc3c1[C@H](C2)N(C)CC3	.	.	?	-6%	-12%
c1cc2cc(c1)C[n+]1ccc(c3ccccc31)NCc1ccc(cc1)CNc1cc[n+](c3ccccc13)C2	.	.	-8%[19.4 µM]	?	251%[activator]
CCN1C[C@]2(COC(=O)c3ccccc3N3C(=O)C[C@H](C)C3=O)CC[C@H](OC)[C@@]34[C@@H]5C[C@H]6[C@H](OC)[C@H]5[C@](O)(C[C@@H]6OC)[C@@](O)([C@@H](OC)[C@@H]23)[C@@H]14	.	.	-7%[19.4 µM]	-5%	0%
c1ccc2c(c1)c1cc[n+]2CCCCC[n+]2ccc(c3ccccc32)NCCCCCN1	.	.	11%[60.1 µM]	1%	104%[activator]
CC(=O)[C@]1(O)CCC2C3CCC4=CC(=O)CC[C@@]4(C)C3CC[C@]21C (some centres not stated)	.	.	-5%[60.1 µM]	-1%	-9%
Nc1ccc(-c2ccc(N)c(N)c2)cc1N	.	.	11%[60.1 µM]	3%	-8%
C[C@]12CCC3C(CC[C@]4(O)C[C@@H](O)CC[C@]34C=O)[C@@]1(O)CC[C@@H]2C1=CC(=O)OC1 (some centres not stated)	.	.	-7%[19.4 µM]	-1%	1%
O=C1/C(=C\c2ccccc2)C[C@@]2(O)[C@H]3Cc4ccc(O)c5c4[C@@]2(CCN3CC2CC2)[C@@H]1O5	.	.	-19%[19.4 µM]	-7%	-4%
COc1cc2c(c3oc4cccc(O)c4c(=O)c13)C1C=CO[C@@H]1O2 (some centres not stated)	.	.	7%[60.1 µM]	-4%	4%
CC(=O)CC(c1ccccc1)c1c(O)c2ccc(O)cc2oc1=O (configuration not stated)	.	.	14%[60.1 µM]	-6%	-4%
O=C(O)CO	.	.	20%[60.1 µM]	-4%	-1%
CC(=O)O[C@@H]1CN2CCC1CC2	.	.	-6%[19.4 µM]	-7%	-5%
C[C@@H]1O[C@@H](O[C@H]2CC[C@@H](O[C@H]3[C@H](O)C[C@H](c4ccc5c(c4O)C(=O)C4=C(C5=O)[C@@]5(O)C(=O)C[C@](C)(O[C@H]6CC[C@H](O[C@H]7C=CC(=O)[C@H](C)O7)[C@H](C)O6)C[C@@]5(O)C=C4)O[C@@H]3C)O[C@H]2C)C=CC1=O	.	.	?	-7%	-18%
COc1ccc(C[C@H]2NC[C@H](O)[C@@H]2OC(C)=O)cc1	.	.	-4%[19.4 µM]	-4%	3%
CC(C)[C@H](NC(=O)[C@H](CCC(=O)O)NC(=O)[C@H](Cc1ccccc1)NC(=O)[C@@H](C)NC(=O)[C@@H](N)Cc1ccc(O)cc1)C(=O)N[C@H](C(=O)NCC(N)=O)C(C)C	.	.	16%[60.1 µM]	-4%	-2%
NCCc1c[nH]c2ccc(O)cc12	.	.	-5%[60.1 µM]	-1%	2%
N[C@@H](CCCCP(=O)(O)O)C(=O)O	.	.	-9%[19.4 µM]	17%	2%
CCCCOCN(C(=O)CCl)c1c(CC)cccc1CC	.	.	11%[60.1 µM]	-2%	-5%
C[C@@H](N)Cn1ccc2cc(F)c(Cl)cc21	.	.	-5%[19.4 µM]	-5%	26%
CC(C)=CCCC1(C)C=Cc2c(O)c3c(c(CC=C(C)C)c2O1)OC12C(=CC4CC1C(C)(C)OC2(C/C=C(/C)C(=O)O)C4O)C3=O (configuration not stated)	.	.	25µM*	1%	22µM*
O=c1ccc2cc(OC3OC(CO)C(O)C(O)C3O)c(O)cc2o1 (configuration not stated)	.	.	-8%[19.4 µM]	-1%	-2%
Cl.Cl.Cl.Cl.Cl.Cl.N.N.N.N.NNNNN.NNNNN.O.O.[Ru].[Ru].[Ru]	.	.	?	-3%	25µM*

Other entries:
SMILES	BAZ2B block	G9a inh	Pol kappa inh	APE1 inh	BLM helicase inh
COC1C(O)C(C)O[C@@H](OC2CC[C@@]3(C)C4CC[C@]5(C)C(C6=CC(=O)OC6)CC[C@@]5(O)C4CC[C@@H]3C2)C1O (some centres not stated)	.	.	2%[60.1 µM]	-1%	3%
CN(C)C1CSSSC1	.	.	18%[60.1 µM]	1%	2%
N[C@@]1(C(=O)O)CC[C@H](C(=O)O)C1	.	.	-6%&-8%&-7%[19.4 µM]	-12%&-8%&0%	4%&-1%&0%
CCCN(C/C=C\I)[C@@H]1CCc2ccc(O)cc2C1	.	.	-13%[19.4 µM]	-4%	-2%
N#Cc1c(Cl)cccc1Cl	.	.	-4%[60.1 µM]	15%	4%
CCCCCCCCCC[n+]1cccc([C@@H]2CCCN2C)c1	.	.	14%[60.1 µM]	12%	-8%
COC(=O)CN1CN(c2ccccc2)C2(CCN(Cc3ccc4ccccc4c3)CC2)C1=O	.	.	-13%[19.4 µM]	-6%	-4%
C[C@]12CCC(=O)C=C1CCc1ccc(O)cc12	.	.	-4%[60.1 µM]	4%	5%
CCOP(=S)(OCC)SCSc1ccc(Cl)cc1	.	.	15µM*	?	3%
C=C1[C@@H](O)C2C=CC[C@H](C)C(=O)[C@@](C)(O)C=C[C@@H](OC(C)=O)[C@@]23C(=O)N[C@H](Cc2ccccc2)[C@@H]3[C@@H]1C (some centres not stated)	.	.	-4%[19.4 µM]	0%	1%
NCC(N)C(=O)c1ccccc1 (configuration not stated)	.	.	-7%[60.1 µM]	-2%	8%
C[C@@]12CCC3C(CCC4=CC(=O)CC[C@]43C)C1CCC2O (some centres not stated)	.	.	?	1%	-3%
O=C(O)COc1nc(Cl)c(Cl)cc1Cl	.	.	12%[60.1 µM]	6%	-2%
C/C1=C/C(=O)O[C@@H]2C[C@@H](CC[C@H](C)/C=C\CC1)O[C@@](O)(C1CSC(=O)N1)C2 (some centres not stated)	.	.	11%&9%[60.1 µM]	-5%&-3%	-2%&-3%
CN1C(=O)COc2c(C(=O)N[C@@H]3CN4CCC3CC4)cc(Cl)cc21	.	.	-9%[19.4 µM]	-1%	-5%
CC(N)[C@H](O)c1ccccc1 (some centres not stated)	.	.	-1%[60.1 µM]	-1%	1%
C[C@]12CCC(=O)C[C@H]1CC[C@@H]1[C@@H]2CC[C@]2(C)[C@@H](O)CC[C@@H]12	6%	-7%[12.7 µM]	.	39%	.
C[C@]12CC[C@@H]3c4ccc(O)cc4C[C@@H](CCCCCCCCCS(=O)CCCC(F)(F)C(F)(F)F)[C@H]3[C@@H]1CC[C@@H]2O (some centres not stated)	.	?	-8%[60.1 µM]	.	.
CCCC[N+]1(C)C2CC(OC(=O)[C@H](CO)c3ccccc3)CC1C1OC12 (some centres not stated)	.	-11%[59 µM]	-7%[60.1 µM]	.	.
N[C@@H](Cn1ccc(=O)[nH]c1=O)C(=O)O	.	1.5µM*	-11%[60.1 µM]	.	.
CC(C)(O)[C@@H]1C2OC(=O)[C@@H]1[C@]1(O)C[C@H]3O[C@]34C(=O)O[C@H]2[C@]14C (tested in a mixture with another compound)	.	14%[59 µM]	1%[60.1 µM]	.	.
CSCC[C@H](NC(=O)[C@H](Cc1ccccc1)NC(=O)CNC(=O)CNC(=O)[C@@H](N)Cc1ccc(O)cc1)C(=O)O	.	45%[59 µM]	-2%[19.4 µM]	-1%	.
CC[C@H](C)[C@H](NC(=O)[C@H](CCCN=C(N)N)NC(=O)[C@H](CCCN=C(N)N)NC(=O)[C@H](CC(C)C)NC(=O)[C@H](Cc1ccccc1)NC(=O)CNC(=O)CNC(=O)[C@@H](N)Cc1ccc(O)cc1)C(=O)O	.	41%[59 µM]	5%[19.4 µM]	-8%	.
CN1CC[C@@H]2CN3CCc4cccc(c43)[C@@H]2C1	.	?	2%[19.4 µM]	-6%	.
COc1c(O)c2c(=O)cc(OC)c3c4c(OC)cc(=O)c5c(O)c(OC)c(C[C@@H](C)OC(=O)c6ccccc6)c(c(c1C[C@@H](C)OC(=O)Oc1ccc(O)cc1)c23)c54	.	?	1%[19.4 µM]	9%	.

Shown field by field: part of the list above
> CCCCCCCCCC[n+]1cccc([C@@H]2CCCN2C)c1
  BAZ2B block = .; G9a inh = .; Pol kappa inh = 14%[60.1 µM]; APE1 inh = 12%; BLM helicase inh = -8%
> COC(=O)CN1CN(c2ccccc2)C2(CCN(Cc3ccc4ccccc4c3)CC2)C1=O
  BAZ2B block = .; G9a inh = .; Pol kappa inh = -13%[19.4 µM]; APE1 inh = -6%; BLM helicase inh = -4%

Next records:
SMILES	BAZ2B block	G9a inh	Pol kappa inh	APE1 inh	BLM helicase inh
COc1ccc(CCN)cc1	.	32%[59 µM]	8%[19.4 µM]	1%	.
C[C@H](N)C(=O)N[C@@H](C)C(=O)N[C@@H](Cc1ccccc1)C(=O)CCl	.	16µM*	0%[19.4 µM]	?	.
c1ccc2sc(C3(NCC4CC4)CCCCC3)cc2c1	.	10%[59 µM]	4%[19.4 µM]	-1%	.
C[C@@H]1CC([C@H](O)CC2CC(=O)NC(=O)C2)C(=O)[C@@H](C)C1 (some centres not stated)	.	40%[59 µM]	5%[19.4 µM]	5%	.
CC(C)C[C@H](NC(=O)[C@H](Cc1ccccc1)NC(=O)CNC(=O)[C@@H](NC(=O)[C@@H](N)Cc1ccc(O)cc1)[C@H](C)O)C(=O)N[C@H](C(=O)O)[C@H](C)O	.	33%[59 µM]	1%[19.4 µM]	-4%	.
CC(C)C1C(=O)N2CCC[C@H]2[C@]2(O)O[C@](NC(=O)[C@@H]3C=C4c5cccc6[nH]cc(c56)C[C@H]4N(C)C3)(C(C)C)C(=O)N12 (some centres not stated)	.	-33%[59 µM]	-9%[19.4 µM]	-3%	.
CC(C)C[C@H](NC(=O)[C@H](Cc1ccccc1)NC(=O)CNC(=O)CNC(=O)[C@@H](N)Cc1ccc(O)cc1)C(=O)N[C@@H](CCCN=C(N)N)C(=O)N[C@@H](CCCCN)C(=O)N[C@@H](Cc1ccc(O)cc1)C(=O)N1CCC[C@H]1C(=O)N[C@@H](CCCCN)C(=O)O	.	38%[59 µM]	3%[19.4 µM]	0%	.
CC[C@H](C)[C@H](NC(=O)[C@@H]1CCCN1C(=O)[C@H](CCC(=O)O)NC(=O)[C@@H](NC(=O)[C@H](Cc1ccccc1)NC(=O)[C@@H]1CCCN1C(=O)[C@@H](N)Cc1ccc(O)cc1)C(C)C)C(=O)O	.	36%[59 µM]	7%[19.4 µM]	?	.
N#CN	.	22%[59 µM]	-9%[60.1 µM]	.	5%
Cc1ccc(Cl)c(O)c1	.	30%[59 µM]	-7%[60.1 µM]	.	-7%
Clc1ccc(CC[C@H](Cn2ccnc2)Sc2c(Cl)cccc2Cl)cc1	.	-6%[21.5 µM]	-13%[12 µM]	.	0%[21.4 µM]
C[N+]1(C)[C@@H]2CC(OC(=O)[C@@H](CO)c3ccccc3)C[C@@H]1[C@H]1O[C@H]12 (some centres not stated)	.	-47%[59 µM]	-21%[60.1 µM]	.	-1%
C[N+](C)(C)CC(=O)[O-]	.	-7%[2.33 µM]	-4%[19.4 µM]	.	-12%

Record cards, from the list above:
Profile of c1ccc2sc(C3(NCC4CC4)CCCCC3)cc2c1 : BAZ2B block: .; G9a inh: 10%[59 µM]; Pol kappa inh: 4%[19.4 µM]; APE1 inh: -1%; BLM helicase inh: .
Profile of COc1ccc(CCN)cc1 : BAZ2B block: .; G9a inh: 32%[59 µM]; Pol kappa inh: 8%[19.4 µM]; APE1 inh: 1%; BLM helicase inh: .
